SRC3 inh: SRC3 coactivator transcriptional activity inhibitors, primary screen, cell-based, luminescence | Nuclear receptor coactivator 3 (Homo sapiens), Q9Y6Q9 | 360,000 compounds, 0.17% hits | HEK293 GAL4-SRC3 luciferase reporter | AID 588352, 2011 | inhibition, % at 3.6 µM;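 active means inhibition above a per-campaign cutoff, the mean of all compounds plus 3 SD, cut at about 60% in these data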;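 further: 0% = DMSO-treated cells and 100% = gossypol-treated cells at 36 µM; higher means less SRC3-driven luciferase light from the GAL4 reporter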
SRC1 inh: SRC1 coactivator transcriptional activity inhibitors, primary screen, cell-based, luminescence; HEK293 GAL4-SRC1 luciferase reporter; inhibition, % at 3.6 µM; 360,000 compounds, 0.12% hits; AID 588354, 2011;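 active means inhibition above the campaign mean plus 3 SD, with each screening campaign given its own cutoff, cut at about 60% in these data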;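 further: 0% = DMSO treated cells and 100% = gossypol at 36 µM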
Shn3 3UTR inh: reduction of Shn3 3'UTR firefly luciferase signal, primary screen, Schnurri-3 inhibitor project, cell-based, Clone20 osteoblasts, set 2 | Clone20 osteoblast Shn3 3'UTR firefly luciferase, 24 h | inhibition, % at 12.5 µM | 360,000 compounds, 0.52% hits | AID 588674, 2011;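 active means mean inhibition of at least 75% with every replicate also reaching 75%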;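 further: 0% = median of neutral control wells and 100% = pilot-screen positive control compound; some compounds past the cut are filed as inactive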
COUP-TFII inh: NR2F2 transcriptional activity inhibitors, primary screen, cell-based, luciferase reporter, HEK293T, luminescence | AID 686940, 2013 | HEK293T NGFI-A luciferase reporter | inhibition, % at 8.6 µM | COUP transcription factor 2 (Homo sapiens), P24468 | 370,000 compounds, 0.7% hits;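 active means inhibition above a per-plate cutoff, mean inhibition of test wells between control levels plus 3 SD, cut at about 38% in these data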;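 further: cells cotransfected with COUP-TFII expression vector driving the NGFI-A reporter; 0% = median of COUP-TF2 test wells and 100% = reporter-only cells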
Target sequence (P24468 whole entry, looked up): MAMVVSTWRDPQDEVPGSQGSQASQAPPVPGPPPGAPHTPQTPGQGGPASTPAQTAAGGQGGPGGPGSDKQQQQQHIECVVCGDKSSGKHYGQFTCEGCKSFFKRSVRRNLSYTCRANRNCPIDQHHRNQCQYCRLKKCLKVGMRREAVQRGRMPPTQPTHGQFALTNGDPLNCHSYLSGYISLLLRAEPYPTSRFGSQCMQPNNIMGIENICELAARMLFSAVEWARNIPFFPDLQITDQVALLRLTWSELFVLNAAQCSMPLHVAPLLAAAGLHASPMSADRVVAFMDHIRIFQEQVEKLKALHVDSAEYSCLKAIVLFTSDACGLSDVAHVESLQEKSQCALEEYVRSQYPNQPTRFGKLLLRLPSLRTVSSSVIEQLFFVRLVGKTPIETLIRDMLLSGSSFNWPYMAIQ
LMP1 NFkB inh: EBV LMP1-driven NF-kappaB luciferase reporter inhibitors, primary screen, cell-based, luminescence, single point; LMP1-induced NF-kappaB luciferase reporter cells; inhibition, % at 12.5 µM; 350,000 compounds, 0.69% hits; AID 504558, 2011; in the data active means inhibition above about 41%;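 further: 0% = neutral control wells and 100% = reference inhibitor control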
CF NFkB block: inhibitors of PAF-induced NF-kB signaling, primary screen, cell-based, GFP fluorescence, uHTS; 360,000 compounds, 0.86% hits; inhibition, % at 5 µM; KKLEB NF-kB-GFP reporter, GFP fluorescence overnight;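 active means at least 50% inhibition at 5 µM, scaled per plate between neutral and stimulator controls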;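 further: PAF is a Pseudomonas aeruginosa culture filtrate used as stimulus; plate controls were PAF-stimulated DMSO wells for no effect and unstimulated DMSO wells for full effect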
TRAIL sens C8: viability loss with TRAIL in NB7+C8 cells, primary screen, TRAIL sensitizer project, cell-based, ATPlite luminescence. inhibition (viability loss, TRAIL sensitization), % at 10 µM. 360,000 compounds, 1% hits. AID 624354, 2012;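 active means compounds causing at least 50% loss of cell viability in the single-dose screen, relative to plate controls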
TROY NFkB inh: inhibitors of TROY-driven NF-kB signaling, primary screen, Q293 LMP1-TROYcd cells, NF-kB luciferase, uHTS; inhibition, % at 10 µM; Q293 LMP1-TROYcd NF-kB luciferase reporter, 4 h; 360,000 compounds, 0.98% hits;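 active means compounds whose plate-normalised and pattern-corrected inhibition of the luciferase reporter signal at the single screening dose is 50% or more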
KKLEB tox: cytotoxicity in KKLEB CF airway cells, primary screen, cytotoxicity control for CF NF-kB inhibitor project, cell-based, uHTS, fluorescence assay plates; KKLEB CF airway cells viability, ATPlite luminescence, overnight; active compounds read low; cells stimulated with P. aeruginosa culture filtrate; activity change (cytotoxicity), % at 5 µM; 360,000 compounds, 0.36% hits;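 active means corrected activity change at or below -50% at 5 µM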
LRH-1 inv ag: LRH-1 (NR5A2) inverse agonists, primary screen, cell-based, luminescence, HEK293T, StAR-luciferase reporter; inhibition, % at 3.6 µM; LRH-1 transfected, 24 h; 360,000 compounds, 0.13% hits;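 active means inhibition above the mean inhibition of all tested compounds plus 3 SD, cut at about 73% in these data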;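 further: 0% = DMSO wells and 100% = reporter-only cells lacking LRH-1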
Target sequence (O00482 whole entry, looked up): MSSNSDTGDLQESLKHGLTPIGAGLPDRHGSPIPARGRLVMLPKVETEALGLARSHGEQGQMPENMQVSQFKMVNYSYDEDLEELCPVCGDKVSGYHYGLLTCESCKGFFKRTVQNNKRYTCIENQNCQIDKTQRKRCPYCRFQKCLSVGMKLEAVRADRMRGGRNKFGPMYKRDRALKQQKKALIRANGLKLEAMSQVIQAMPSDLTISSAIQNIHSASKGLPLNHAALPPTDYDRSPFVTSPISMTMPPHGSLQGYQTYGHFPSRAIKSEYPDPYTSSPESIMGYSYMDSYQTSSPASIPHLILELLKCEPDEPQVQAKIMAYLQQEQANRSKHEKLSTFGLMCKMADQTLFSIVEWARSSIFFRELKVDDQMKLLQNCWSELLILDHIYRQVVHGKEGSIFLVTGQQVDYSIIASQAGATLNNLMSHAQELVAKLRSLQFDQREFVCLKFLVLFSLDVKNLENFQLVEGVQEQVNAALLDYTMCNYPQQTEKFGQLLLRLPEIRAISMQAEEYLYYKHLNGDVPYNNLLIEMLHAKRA
TWEAK Fn14 block: inhibitors of TWEAK-Fn14 signaling, primary screen, luciferase reporter cells, uHTS; TWEAK-stimulated Fn14 reporter cells, luciferase luminescence, 8 h; inhibition, % at 10 µM; 360,000 compounds, 2% hits; AID 1159606, 2016; in the data active means inhibition above about 50%
* marks the source's active call; other numbers are inactive results; · = no result given; & = joins results of further samples.

SMILES | SRC3 inh | SRC1 inh | Shn3 3UTR inh | COUP-TFII inh | LMP1 NFkB inh | CF NFkB block | TRAIL sens C8 | TROY NFkB inh | KKLEB tox | LRH-1 inv ag | TWEAK Fn14 block
CC1CC(C)CN(C(=O)CCNS(=O)(=O)c2cccs2)C1 (stereo not given) | -15 | 2 | -34 | -21 | -3 | 18 | -11 | 2 | 0 | -5 | 8
C#CCOCCOCCOCCNc1nc(N2CCN(C(=O)[C@H](CCCCN)n3cc([C@@H](N)[C@H](C)CC)nn3)CC2)nc(N2CCN(C(=O)[C@H](CCC(=O)O)n3cc([C@@H](N)CCSC)nn3)CC2)n1 | 12 | -1 | -2 | -16 | -6 | 22 | -12 | -6 | -4 | 16 | 0
COc1ccc(N2CCN(C(=O)c3cccc(S(=O)(=O)N4CCCc5ccccc54)c3)CC2)cc1 | 5 | 6 | 8 | 28 | 1 | 20 | 7 | 13 | -8 | -20 | -7
CCC(=O)N1CCc2cc(S(=O)(=O)N3CCCCCC3)ccc21 | 16 | 5 | -5 | -9 | -1 | 2 | -11 | 10 | -8 | -3 | -30
COc1ccc(OCCCC(=O)NNC(=O)CCN2CCN(c3ccccc3)CC2)cc1 | 9 | 6 | 8 | 0 | 7 | 3 | 6 | -1 | -6 | 23 | 7
COc1ccc(-c2cc(C)no2)cc1S(=O)(=O)Nc1ccccc1 | -14 | -4 | -13 | -26 | 2 | -14 | 28 | 13 | -4 | -5 | 14
COC(CNC(=O)CC1C(=O)N(Cc2ccccc2)C(C)c2nc3ccccc3n21)OC (stereo not given) | 8 | 3 | -7 | 3 | 0 | 7 | -4 | 3 | 8 | -12 | 12
CC1CC(=O)N(CC(=O)Nc2ccc(F)cc2)c2ccccc2S1(=O)=O (stereo not given) | 7 | -5 | -7 | -8 | -9 | 1 | -2 | 0 | 7 | -16 | -1
CCCOc1ccc(/C(O)=C2/C(=O)C(=O)N(CCCn3ccnc3)C2c2ccco2)cc1 (stereo not given) | -5 | -16 | -16 | -14 | 1 | -7 | -3 | -1 | 3 | -15 | -2
CCc1nnc(NC(=O)c2ncc(Cl)c(Cl)c2Cl)s1 | -38 | -12 | -1 | -19 | -1 | -5 | 7 | -19 | 1 | 5 | 4
C#CCn1c(=NC(=O)c2ccc(Cl)s2)sc2cccc(OC)c21 | -70 | -27 | 10 | -1 | -5 | -18 | 28 | -71 | 6 | 13 | -25
CCOC(=O)Cc1csc(NC(=S)NC(=O)c2ccc([N+](=O)[O-])cc2)n1 | 18 | 7 | -27 | 10 | -7 | 15 | 25 | -12 | 8 | -2 | -8
Cc1cc(NS(=O)(=O)c2ccc(NC(=O)C(C)Oc3cc(C)c(Cl)c(C)c3)cc2)no1 (stereo not given) | 5 | -1 | -5 | -18 | 0 | -9 | -20 | 9 | 6 | -20 | 11
CCn1c(=N)c(C(=O)NC)cc2c(=O)n3cccc(C)c3nc21 | 0 | -17 | 5 | 3 | -3 | -43 | 0 | -15 | 8 | 8 | -81
OC(COc1ccc(CNCc2cccnc2)cc1)CN1CCc2ccccc2C1 (stereo not given) | 7 | -13 | 19 | -2 | 9 | -15 | 7 | 23 | 10 | -4 | 5
Cc1cc(C)cc(OCC(=O)N2N=C(C(F)(F)F)CC2(O)C(C)(C)C)c1 (stereo not given) | 18 | 4 | 26 | -2 | -2 | -10 | -15 | -2 | 7 | 15 | 9
NC(=O)C1(N2CCCCC2)CCN(Cc2ccc(F)cc2)CC1 | 11 | 11 | 1 | -13 | 0 | 10 | 5 | -5 | -12 | 5 | 26
Cc1ccc(F)cc1NC(=O)c1c(-c2ccccc2)noc1C | 12 | -4 | -47 | -16 | 9 | -36 | 0 | -6 | -11 | 6 | -24
CCCC(=O)NC(C)c1nc2ccccc2n1C (stereo not given) | 5 | -2 | 19 | 4 | 4 | -7 | -11 | -11 | 4 | -5 | 6
COc1ccc2cc(C3(C)NC(=O)N(CC(=O)Nc4c(C)n(C)n(-c5ccccc5)c4=O)C3=O)ccc2c1 (stereo not given) | 14 | -9 | -4 | -9 | 1 | 13 | 16 | -27 | 10 | -2 | -2
O=C(Cn1cncn1)N/N=C/c1ccncc1 | 26 | -42 | -9 | 9 | 8 | -8 | -9 | -9 | -6 | -3 | -10
Cn1c(Cc2ccccc2)nnc1SCC(=O)c1cccs1 | 5 | -6 | -6 | -13 | 5 | 4 | -16 | 4 | -1 | -3 | -5
O=C(CCCl)N(Cc1nc2ccccc2c(=O)[nH]1)Cc1cccs1 | -7 | -12 | -6 | -8 | 1 | -1 | -6 | 2 | 2 | 5 | 1
Cc1cc(C)c2c(c1)/C(=c1/sc3n(c1=O)CN(c1ccccc1)CN=3)C(=O)N2 | 6 | 7 | 46 | 8 | -11 | -28 | 1 | -32 | -5 | 2 | -14
CCn1cc(C(=O)NCCCN2CCCCCC2)c(=O)c2cc(S(=O)(=O)N3CCc4ccccc4C3)ccc21 | 9 | 10 | 9 | -26 | -2 | 12 | 5 | 6 | 2 | -9 | -11
CCNC(=O)C12CCC(C)(C(=O)C1Br)C2(C)C (stereo not given) | 18 | -7 | -25 | 1 | 3 | 0 | 17 | -16 | 7 | 1 | -1
CCn1c(/C=C/Nc2ccccc2)[n+](CC)c2ccc(Cl)cc21 | -4 | 9 | 46 | -3 | 6 | 9 | 16 | 13 | -16 | 5 | -2
CCC1Oc2ccccc2N(CC(=O)NCCCN2CCC(C)CC2)C1=O (stereo not given) | 3 | 9 | 31 | 10 | 2 | -5 | 4 | 2 | 5 | 7 | 10
CCc1cccc(C)c1NC(=O)CN1C(=O)NC(Cc2ccccc2)C1=O (stereo not given) | -11 | -17 | -6 | 3 | 1 | -7 | -6 | 13 | 8 | -2 | -27
CC1Cc2ccccc2N1C(=O)CSc1nnc(Cc2ccccc2)n1CCc1ccccc1 (stereo not given) | 4 | -1 | 18 | 2 | -15 | 4 | 6 | 17 | -10 | 2 | 19

2 entries drawn at random from the list so far, as already listed:
SMILES | SRC3 inh | SRC1 inh | Shn3 3UTR inh | COUP-TFII inh | LMP1 NFkB inh | CF NFkB block | TRAIL sens C8 | TROY NFkB inh | KKLEB tox | LRH-1 inv ag | TWEAK Fn14 block
O=C(Cn1cncn1)N/N=C/c1ccncc1 | 26 | -42 | -9 | 9 | 8 | -8 | -9 | -9 | -6 | -3 | -10
CCc1cccc(C)c1NC(=O)CN1C(=O)NC(Cc2ccccc2)C1=O (stereo not given) | -11 | -17 | -6 | 3 | 1 | -7 | -6 | 13 | 8 | -2 | -27

Further results:
SMILES | SRC3 inh | SRC1 inh | Shn3 3UTR inh | COUP-TFII inh | LMP1 NFkB inh | CF NFkB block | TRAIL sens C8 | TROY NFkB inh | KKLEB tox | LRH-1 inv ag | TWEAK Fn14 block
C=C(C)[C@H]1CC=C(C)C(=O)C1 | 12 | -14 | -23 | 6 | -8 | -16 | -7 | -8 | 3 | 9 | 5
COc1ccc(C(=O)OC(C)C(=O)Nc2cc(C(F)(F)F)ccc2Cl)c(OC)c1OC (stereo not given) | 13 | 10 | 65 | 12 | 11 | -6 | 21 | 15 | -3 | 15 | 7
Fc1ccccc1CSc1nnc(-c2ccccc2)o1 | -115 | -112 | -47 | -43 | -27 | -2 | 0 | -44 | -2 | -101 | 6
COc1ccc(-c2noc(N3CCC(C(=O)Nc4ccccc4OC)CC3)n2)cc1 | -8 | -2 | 27 | 10 | 7 | 11 | -12 | 1 | 0 | -10 | 12
O=C(Nn1cnnc1)C(c1ccccc1)c1ccccc1 | 8 | -13 | -3 | -12 | -8 | 0 | -11 | -18 | -6 | 5 | 13
COc1cc(NC(=O)c2ccc(N)nc2)cc(C(=O)Nc2cccc(C(F)(F)F)c2)c1 | -42&-6 | -26&-23 | -12&-52 | -30&-16 | -15&-4 | 1&-10 | 19&8 | -31&-42 | -8&-8 | -24&0 | -17&-29
C/C(N)=C(/C#N)C(=O)COC(=O)CNC(=O)c1ccc(Cl)cc1Cl | 14 | -4 | -20 | 3 | 3 | 20 | -1 | -69 | -21 | 0 | -1
CNC(=O)c1nn(-c2ccc(Cl)cc2)ccc1=O | -19 | 4 | -23 | -3 | -5 | -12 | -4 | 4 | 1 | 12 | 2
CC(=O)c1ccc(NC(=O)CN2CCC(C(=O)c3ccc(F)cc3)CC2)cc1 | -2 | 6 | -5 | 2 | 6 | -12 | 10 | -1 | 7 | 4 | 8
COc1cccc(NC(=O)NC2CC(=O)N(c3ccc4c(c3)OCCO4)C2)c1 (stereo not given) | 2 | -3 | -89 | -14 | -9 | 3 | 1 | 12 | -5 | 7 | 13
OC(c1ccc(F)cc1)c1ncc(-c2cccc(C(F)(F)F)c2)[nH]1 (stereo not given) | 5 | 14 | -32 | 12 | · | -3 | -2 | -19 | 2 | -2 | -3
Cc1ccccc1N1CC(C(=O)Nc2ccc3c(c2)OCO3)CC1=O (stereo not given) | 3 | -14 | -23 | 13 | -2 | -12 | 25 | -6 | 4 | -1 | -14
N#C/C(=C\c1cn(CCOc2ccccc2)c2ccccc12)C(=O)NCc1cccs1 | 6 | 3 | 13 | 5 | 9 | 33 | 13 | -5 | -40 | 0 | -62
COc1ccc(Cl)cc1S(=O)(=O)N1CCCC(C(=O)N2CCCC2)C1 (stereo not given) | 10 | -12 | 5 | 14 | 4 | 5 | 3 | -2 | -9 | -4 | -2
NC(=O)c1cc([N+](=O)[O-])ccc1NCCN1C(=O)c2ccc(C(=O)O)cc2C1=O | -3 | 2 | -1 | -3 | 4 | -56 | -5 | 16 | 5 | -4 | 9
O=c1[nH][nH]c(-c2ccccc2)c1C=Nc1ccc(C(F)(F)F)cc1 | 14 | 5 | 6 | -4 | 2 | -27 | 1 | -18 | 8 | 18 | -3
CCOC(=O)c1c(CC(C)C)csc1NC(C)=O | -9 | -8 | -9 | -2 | -9 | 0 | -1 | -9 | -8 | 7 | 7
CC1(C)CC(=O)C(CC2=C(N)CC(C)(C)CC2=O)=C(N)C1 | 1 | -16 | 15 | 9 | 2 | 0 | 3 | -3 | 3 | 5 | 4
CCCCC(=NCCc1c(C)[nH]c2ccccc12)C1=C(O)CC(c2ccccc2)CC1=O (stereo not given) | 8 | -1 | 11 | -14 | 12 | 13 | 11 | 15 | -20 | -4 | 18
O=C(CCCSc1nc2ccccc2[nH]1)NC1CCCCC1 | -5 | -3 | 10 | 0 | -3 | 16 | 6 | -3 | 0 | 9 | 10
COc1cccc(/C=C/C(=O)OCC(=O)c2c[nH]c3ccccc23)c1OC | 13 | -7 | -1 | 5 | -1 | -19 | -1 | 34 | -1 | -6 | 55*

Only part of the results is shown. The share of hits here may be higher or lower than overall.
